b-catenin transl: modulators of beta-catenin nuclear translocation, primary screen, imaging, HeLa cells, immunofluorescence, high-content. nuclear translocation activity, % at 5 µM. actives 0.3% (n = 190,000);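 active means nuclear translocation activity above 50% at 5 µM, with a well cell count of 50 or more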;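 further: per-cell ratio of nuclear to cytoplasmic median beta-catenin stain intensity; plate controls were DMSO negative control for no effect and GSK-3 inhibitor IX positive control for full effect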
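Test system: HeLa cells, endogenous beta-catenin; Compound: single 5 µM dose plus 0.02–20 µM confirmation series; Times: compound exposure 24 h at 37°C; Signal: fluorescence imaging of beta-catenin antibody stain plus DAPI; Read-out: % activation, nuclear-to-cytoplasmic median beta-catenin signal ratio per cell.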
RSV antiviral HEp-2: RSV antiviral activity via CPE protection, HEp-2 cells, primary 10 µM value included (AID 2391). CPE inhibition, % at 10 µM; hits with a dose series show IC50 in µM. HEp-2 cells, RSV-induced CPE inhibition; higher % means a stronger effect. actives 0.13% (n = 310,000); in the data active means a potency from the dose series; further: strong numbers were not always called active
WT yeast gro inh: growth inhibition of WT strain, primary screen, mitochondrial fusion inhibitor project, WT and mutant strains, chemical genetic. mitochondrial fusion phenotypic screen. inhibition, % at 10 µM. actives 2.1% (n = 190,000); in the data active means inhibition above about 58%; tested in S. cerevisiae
Rac1 GTP hydrolysis: MgcRacGAP GTPase-activating activity inhibitors, confirmation, biochemical, ADP Hunter fluorescence; Rac GTPase-activating protein 1 (Homo sapiens); actives 0.6% (n = 340,000); AID 624330, 2012; MgcRacGAP-stimulated Rac1 GTP hydrolysis, ADP Hunter fluorescence; higher % means a stronger effect; GST-tagged Rac1 F28L mutant substrate; inhibition, % at 30 µM; hits with a dose series show IC50 in µM;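 active means first-screen hits whose inhibition reached a set limit at any dose in the follow-up dose series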;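 further: fluorescence reports GDP produced by GAP-driven GTP hydrolysis; strong numbers were not always called active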
West Nile antiviral: West Nile virus antiviral activity, cell-based, CPE readout (AID 1621). West Nile virus-infected cells, CPE inhibition; higher % means a stronger effect. one-dose CPE inhibition, % at 10 µM; IC50 in µM for titrated hits. actives 0.02% (n = 290,000); in the data active means a potency from the dose series; further: strong numbers were not always called active
T cell modulator: modulators of CD8 T cell-vesicle binding, primary screen, mouse 2C CD8+ T cells, flow cytometry. 2C CD8+ T cell-vesicle binding; hits give low values. calls only at 7 µM. AID 2052, 2009. actives 0.068% (n = 330,000);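 active means response, share of CD8 T cells binding vesicles, and their 90th percentile fluorescence all below set limits, cut at about 80% in these data, passing the limit was not always enough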
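Benchmarks: naked versus QL9-loaded vesicles / Assay system: purified 2C TCR transgenic mouse naive CD8+ T cells / Technique: high-throughput flow cytometry with anti-B7-1 and anti-CD8 staining / Timing: Cell–vesicle co-incubation 1.5 h at 37 °C, staining 20 min on ice / Read-out: percent CD8+ FL2 mean versus row control / Probe or stimulus: QL9-loaded Drosophila micro-vesicles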
Myeloid diff 2: induction of myeloid progenitor differentiation, primary screen, cell-based, flow cytometry, MLPCN library | actives 1% (n = 360,000) | ER-HoxA9 myeloid progenitors, lysozyme-GFP differentiation | calls only at 10 µM;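 active means normalized GFP-positive differentiation at or above the plate's own cutoff, the solvent-only control mean plus 3 SD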;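 further: cells exposed to compound for four days before flow analysis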
Salmonella PhoP GFP: inhibitors of PhoP regulon expression, primary screen, Salmonella Typhimurium, GFP reporter (AID 1863); S. Typhimurium PhoP-regulated promoter GFP reporter, 4 h; higher % means a stronger effect; one-dose inhibition, % at 50 µM; IC50 in µM for titrated hits; actives 0.16% (n = 300,000);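 active means inhibition over 29.93%, a cutoff 3 SD above the screen mean, later confirmed by dose response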;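 further: 0% = low Mg2+ inducing control and 100% = high Mg2+ repressing control; strong numbers were not always called active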
SV40 large T antigen: SV40 large T antigen inhibitors, biochemical (AID 1903). actives 0.39% (n = 310,000). SV40 large T antigen ATPase/helicase inhibition assay; higher % means a stronger effect. inhibition, % at 20 µM, or IC50 in µM where a hit was titrated; in the data active means a potency from the dose series; further: strong numbers were not always called active
WT yeast gro inh mutant strain: further read-out of WT yeast gro inh, marked with its call; inhibition, %; mitochondrial fusion phenotypic screen, mutant strain inhibition
b-catenin transl cell count 5 µM: second read-out of b-catenin transl, no call of its own (marks repeat the call); cell count; measured here: cell count, cytotoxicity flag
T cell modulator vesicle-bound %: second read-out of T cell modulator, no call of its own (marks repeat the call); double positive events, %; measured here: CD8+ vesicle-bound cell fraction;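 binding gate set so that unloaded-vesicle control wells show 10% double positive cells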
Myeloid diff 2 GFP+ MAC1+ %: further read-out of Myeloid diff 2, marked with its call; GFP+ MAC1+ double positive, %; measured here: differentiation confirmed by MAC1 staining
* marks the source's active call; other numbers are inactive results; i = inactive; / = not tested or not shown; + = active, no number.

SMILES | b-catenin transl | b-catenin transl cell count 5 µM | RSV antiviral HEp-2 | WT yeast gro inh | WT yeast gro inh mutant strain | Rac1 GTP hydrolysis | West Nile antiviral | T cell modulator | T cell modulator vesicle-bound % | Myeloid diff 2 | Myeloid diff 2 GFP+ MAC1+ % | Salmonella PhoP GFP | SV40 large T antigen
O=c1cc(-c2ccc(F)cc2)[nH][nH]1 | / | / | 1.2% | -4 | 17 | 8% | 0.1% | i | 27 | i | 0.6 | 14% | 27%
COc1cc(C2C(C(C)=O)=C(O)C(=O)N2CCc2c[nH]c3ccccc23)ccc1O (stereo unspecified) | -3.2 | 1020 | 1.7% | -16 | -7 | 4% | 0.3% | i | 36 | i | 1.4 | -5% | 16%
COc1ccc(OC)c(NC(=O)C(C)N2c3cccc4cccc(c34)S2(=O)=O)c1 (stereo unspecified) | / | / | 1.3% | / | / | 5% | 0.0% | i | 22 | i | 1.6 | -3% | 17%
Cc1c(NC(=O)/C(C#N)=C/c2ccc(-c3cccc(Cl)c3)o2)c(=O)n(-c2ccccc2)n1C | 0.9 | 1055 | 22% | 9 | -24 | 9% | -1.3% | i | 7 | i | 0.5 | -5% | 6%
O=c1ccnc(Nc2ccc([N+](=O)[O-])cc2)[nH]1 | / | / | 1.2% | / | / | 1% | / | i | 44 | i | 0.3 | / | 10%
COC(=O)C1(S(=O)(=O)C2(C(=O)OC)CCCC2)CCCC1 | -9.5 | 1069 | / | 11 | 15 | 1% | -0.1% | i | 28 | i | 0.9 | -5% | 13%
COC(CNC(=O)C1CCN(S(=O)(=O)c2ccc3nc4c(c(C(=O)O)c3c2)CC(C)CC4)CC1)OC (stereo unspecified) | / | / | -0.4% | / | / | 3% | -0.1% | i | 12 | i | 1.5 | -11% | 11%
O=C(CCC1CCCCC1)Nc1cccc(C(=O)Nc2ccc(C(=O)O)cc2)c1 | / | / | 0.9% | / | / | 8% | -0.1% | i | 60 | i | 0.3 | -8% | 3%
O=C(CN1CCN(C2CCCCC2)CC1)c1ccc2cc[nH]c2c1 | 10 | 1159 | 1.6% | -2 | -5 | 0% | / | i | 16 | i | 2.1 | 6% | 11%
CN1CCN(c2ncnc3scc(-c4ccccc4Cl)c23)CC1 | / | / | -0.8% | / | / | -3% | -0.3% | i | 46 | i | 0.3 | -6% | 4%

Four of the compounds above, with two lines to a compound:
Every second line gives: b-catenin transl	b-catenin transl cell count 5 µM	RSV antiviral HEp-2	WT yeast gro inh	WT yeast gro inh mutant strain	Rac1 GTP hydrolysis	West Nile antiviral	T cell modulator	T cell modulator vesicle-bound %	Myeloid diff 2	Myeloid diff 2 GFP+ MAC1+ %	Salmonella PhoP GFP	SV40 large T antigen
- O=C(CCC1CCCCC1)Nc1cccc(C(=O)Nc2ccc(C(=O)O)cc2)c1
→ /	/	0.9%	/	/	8%	-0.1%	i	60	i	0.3	-8%	3%
- O=C(CN1CCN(C2CCCCC2)CC1)c1ccc2cc[nH]c2c1
→ 10	1159	1.6%	-2	-5	0%	/	i	16	i	2.1	6%	11%
- O=c1cc(-c2ccc(F)cc2)[nH][nH]1
→ /	/	1.2%	-4	17	8%	0.1%	i	27	i	0.6	14%	27%
- O=c1ccnc(Nc2ccc([N+](=O)[O-])cc2)[nH]1
→ /	/	1.2%	/	/	1%	/	i	44	i	0.3	/	10%

Remaining list, next part
SMILES | b-catenin transl | b-catenin transl cell count 5 µM | RSV antiviral HEp-2 | WT yeast gro inh | WT yeast gro inh mutant strain | Rac1 GTP hydrolysis | West Nile antiviral | T cell modulator | T cell modulator vesicle-bound % | Myeloid diff 2 | Myeloid diff 2 GFP+ MAC1+ % | Salmonella PhoP GFP | SV40 large T antigen
CCc1ccc(C2C3=C(CC(C)(C)CC3=O)OC3=C2C(=O)CC(C)(C)C3)cc1 | / | / | 1.3% | -11 | 4 | 2% | -0.1% | i | 62 | i | 0.3 | -18% | 9%
O=C(Nc1ccc(SC(F)F)cc1)C12CCC(CC1)C2 | -0.8 | 1139 | 8.5% | -9 | 3 | 11% | -0.1% | i | 34 | i | 0.9 | 0% | 2%
Cn1nc(-c2ccccc2)c(CO)c1Oc1cccc(C(F)(F)F)c1 | -0.6 | 1200 | 0.1% | -19 | 1 | 3% | -1.4% | i | 56 | i | 0.1 | 0% | 11%
O=C(c1ccc(CN2CCOCC2)cc1)N1CCN(c2ccccc2)CC1 | -1.8 | 1220 | -0.5% | -16 | -6 | 4% | -0.2% | i | 28 | i | 7.5 | 2% | 4%
O=C(NC1CCS(=O)(=O)C1)OC1CCCCC1 (stereo unspecified) | 1.6 | 906 | 1.2% | -2 | -9 | -1% | -0.2% | / | / | i | 2.8 | -2% | 5%
O=C(COc1ccc(Cl)cc1)NCC(=O)N1CCC2(CC1)NCCc1[nH]cnc12 | / | / | -1.0% | / | / | 5% | 0.0% | i | 14 | i | 3.5 | -6% | 22%
O=C(Cc1ccc(F)cc1)NCCS(=O)(=O)N1CCN(c2cccc(Cl)c2)CC1 | / | / | 6.7% | / | / | 3% | / | i | 44 | i | 2.0 | -2% | 0%
O=C(NC1CCN(Cc2ccccc2)CC1)c1ccc(S(=O)(=O)NCc2ccco2)cc1 | 2.5 | 1061 | 16% | -13 | 0 | -1% | -1.0% | i | 32 | i | 0.9 | -3% | 4%
O=C(NCCO)c1nc(NCCO)c2ccccc2n1 | 0.9 | 812 | / | -4 | -10 | 0% | 0.3% | i | 26 | i | 5.1 | -5% | 8%
N#CCCN(C(=O)COC(=O)C12CC3CC(CC(O)(C3)C1)C2)c1ccc(F)cc1 | / | / | 0.8% | / | / | 6% | / | i | 37 | i | 0.4 | / | /
O=C1NC(=O)c2cc(Br)cc3cccc1c23 | -4.9 | 1028 | 10% | -2 | 10 | 2% | 0.5% | i | 68 | i | 0.1 | -3% | 5%
Cc1occc1C(=O)NNC(=O)C1CC1 | -0.1 | 1169 | 0.2% | -4 | 15 | -2% | 0.4% | i | 34 | i | 3.3 | 0% | -1%
CC1CCN(C(c2ccccc2)c2nnnn2C(C)(C)C)CC1 (stereo unspecified) | -0.6 | 1016 | 0.5% | 5 | -3 | 9% | 0.3% | i | 35 | i | 0.9 | 1% | -3%
NC(=O)CSc1nnc(NC(=O)c2ccc(S(=O)(=O)N3CCOCC3)cc2)s1 | / | / | 2.5% | / | / | 3% | -0.2% | i | 42 | i | 3.0 | 2% | 24%
COc1ccc(C2c3c(oc4ccc(Cl)cc4c3=O)C(=O)N2Cc2ccco2)cc1OC (stereo unspecified) | 2.6 | 1133 | / | -16 | -19 | / | 0.6% | / | / | / | / | -3% | 3%
COc1cc(Br)cc(CN2CCN(C/C=C/c3ccccc3)CC2)c1O | -2.1 | 679 | / | 29 | 38 | 6% | -1.2% | i | 22 | i | 9.0 | 3% | 9%
C=CCOc1ccc(/C=C/C(=O)OCC(=O)NCCCc2ccccc2)cc1 | / | / | -1.2% | / | / | 6% | / | i | 5 | i | 0.7 | -3% | 10%
COc1ccc(N2C(=O)CC(Nc3ccc(F)cc3)C2=O)c([N+](=O)[O-])c1 (stereo unspecified) | -0.9 | 879 | 1.2% | 0 | -9 | 6% | 0.1% | i | 49 | i | 0.5 | 6% | 9%
CC(C)CC(=O)NC1(C(F)(F)F)C(=O)Nc2c1c(=O)n(C)c(=O)n2C (stereo unspecified) | -1.3 | 1212 | 1.3% | 8 | 12 | 14% | 0.7% | i | 57 | i | 0.3 | -3% | 2%
Cc1ccc(C(CCN)c2ccco2)cc1 (stereo unspecified) | 1.8 | 1067 | 0.0% | 6 | 14 | 1% | / | i | 57 | i | 0.7 | -4% | 14%
COC(=O)c1c(NC(=O)CCN2CCOCC2)sc2c1CCCC2 | / | / | -0.3% | -10 | -6 | 2% | -0.5% | i | 34 | i | 2.3 | / | /
CCN(CC(=O)Nc1ccccc1OC)CC(=O)Nc1ccccc1-c1ccccc1 | -1.7 | 1146 | -2.7% | 16 | 6 | 28% | -1.9% | i | 47 | i | 0.4 | -1% | 1%
CN(C)S(=O)(=O)c1ccc(C(=O)NCCC(=O)N2CCCC2)cc1 | / | / | 0.1% | / | / | 1% | 0.9% | i | 27 | i | 1.7 | -4% | 13%
COC(=O)Cn1cnc2sc(C)c(S(=O)(=O)N3CCC(C)CC3)c2c1=O | -0.5 | 1039 | 2.5% | -19 | -43 | -2% | -0.1% | i | 71 | i | 0.9 | -2% | 14%
Cc1ccc(-c2csc(-c3ccncc3)n2)cc1 | 0.7 | 1425 | 6.9% | 45 | 17 | 5% | -0.3% | i | 60 | i | 0.3 | 12% | 2%
CCOC(=O)N1CCN(C(=O)c2cc(C)no2)CC1 | / | / | 1.1% | 10 | -2 | 7% | / | i | 50 | i | 1.6 | 9% | 0%
COC(=O)c1cc(=O)nc2sc(-c3ccccc3)nn12 | -3.4 | 954 | 0.7% | 2 | 5 | 6% | -0.3% | i | 23 | i | 6.7 | -14% | 0%
CCOc1ccc(NC(=O)CN2C(=O)CSc3ccc(S(=O)(=O)N4CCOCC4)cc32)cc1 | / | / | 0.3% | / | / | 8% | 0.6% | i | 9 | i | 2.8 | 0% | 3%
CC1=C(C(=O)OCc2ccc3c(c2)OCO3)C(c2ccc(F)cc2)NC(=O)N1 (stereo unspecified) | 14 | 1265 | -0.6% | 1 | 7 | 4% | 1.2% | i | 65 | + | 6.5* | 6% | 3%
Nc1cc(N2CCOCC2)c(Cl)cc1[N+](=O)[O-] | 0.6 | 810 | -3.8% | -8 | -22 | 3% | -0.2% | i | 8 | i | 0.6 | 4% | 0%
COc1ccc(CN2CCC(n3nccc3NC(=O)C3CC3)CC2)c(OC)c1OC | / | / | -0.3% | / | / | 8% | -0.4% | i | 63 | i | 1.5 | -7% | 9%
O=C1c2ccccc2C2(c3ccc(F)cc3)NCCN12 (stereo unspecified) | -1.4 | 1041 | 3.4% | -4 | 4 | -4% | 0.0% | i | 34 | i | 0.7 | 4% | 2%
O=C(O)c1ccccc1-c1ccccc1C(=O)Nc1ccc(-c2nc3cc(Cl)ccc3o2)cc1 | -1.3 | 1272 | 18% | / | / | 10% | 0.4% | i | 26 | i | 0.3 | -12% | 27%
COc1cnn(Cc2ccccc2)c(=O)c1SCc1ccccc1 | -1.3 | 1031 | 2.6% | 3 | -11 | 4% | -1.1% | i | 45 | i | 2.8 | -7% | 8%
O=C(c1ccc2c(=O)n3c(nc2c1)CCCCC3)N1CCN(c2ccc([N+](=O)[O-])cc2)CC1 | / | / | 13% | / | / | 7% | -0.3% | i | 10 | i | 1.7 | 4% | 4%
